Nrf2 block – Nrf2 qHTS screen for inhibitors | A549 ARE-Fluc reporter, luciferase luminescence, 18-24 h | Potency, µM (titrated, usually from 46 µM), for the others: top-dose activity change, negative = inhibition, usual class: inhibitors | actives 2.1% (n = 360,000); also: % is scaled to controls: 0 for no effect and ±100 for the full control effect; nearly all actives have a fitted effect of over 60% in size
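Reporter: ARE-Fluc in A549. Exposure: 18-24 h, 37 °C, 5% CO2, 5% FBS OPTI-MEM. Readouts: fluorescent cytotoxicity (CellTiter-Fluor), then luminescent Nrf2 signal after BugLite.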
EPAC2 antag – qHTS for Antagonist of cAMP-regulated guanine nucleotide exchange factor 2 (EPAC2): primary screen; Rap guanine nucleotide exchange factor 4 (Homo sapiens), Q8WZA2; EPAC2 GEF exchange of Rap1B-BODIPY-GDP, fluorescence; Potency, µM (titrated, usually from 114 µM), for the others: at the top dose activity, negative = inhibition, actives largely listed as inhibitors; actives 0.18% (n = 360,000); AID 720708, 2013; also: % is scaled to controls: 0 for no effect and ±100 for the full control effect; nearly all actives have a fitted effect of over 45% in size; many of its hits are not listed in these tables
Target sequence (Q8WZA2 whole entry, looked up): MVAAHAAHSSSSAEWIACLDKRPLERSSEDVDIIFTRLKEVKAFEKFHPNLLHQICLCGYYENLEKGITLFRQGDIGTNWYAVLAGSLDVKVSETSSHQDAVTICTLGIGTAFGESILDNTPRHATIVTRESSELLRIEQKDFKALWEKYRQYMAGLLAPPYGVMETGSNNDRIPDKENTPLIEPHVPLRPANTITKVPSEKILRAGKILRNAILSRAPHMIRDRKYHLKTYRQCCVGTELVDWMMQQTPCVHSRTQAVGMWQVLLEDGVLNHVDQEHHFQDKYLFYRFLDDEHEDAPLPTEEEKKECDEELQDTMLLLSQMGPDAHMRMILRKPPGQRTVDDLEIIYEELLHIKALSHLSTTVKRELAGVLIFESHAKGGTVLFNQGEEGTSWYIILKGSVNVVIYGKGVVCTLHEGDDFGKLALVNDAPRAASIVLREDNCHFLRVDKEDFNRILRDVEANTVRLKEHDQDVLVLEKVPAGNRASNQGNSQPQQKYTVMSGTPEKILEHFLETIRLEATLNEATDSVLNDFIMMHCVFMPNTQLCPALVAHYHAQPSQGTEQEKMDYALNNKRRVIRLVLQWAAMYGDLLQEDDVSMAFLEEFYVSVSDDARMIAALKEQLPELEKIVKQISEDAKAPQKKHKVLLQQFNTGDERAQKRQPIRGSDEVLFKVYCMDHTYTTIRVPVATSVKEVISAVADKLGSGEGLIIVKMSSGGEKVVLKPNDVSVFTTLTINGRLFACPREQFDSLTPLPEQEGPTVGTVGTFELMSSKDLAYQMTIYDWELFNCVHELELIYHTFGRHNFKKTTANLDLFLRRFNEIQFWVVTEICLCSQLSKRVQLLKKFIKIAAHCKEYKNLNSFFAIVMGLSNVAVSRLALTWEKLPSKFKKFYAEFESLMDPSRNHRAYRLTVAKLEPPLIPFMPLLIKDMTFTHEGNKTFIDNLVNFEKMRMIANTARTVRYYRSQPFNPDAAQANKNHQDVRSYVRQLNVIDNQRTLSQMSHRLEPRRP
HepG2 viability – qHTS for Inhibitors of TGF-b: Cytotox Counterscreen. AID 588856, 2011. Potency, µM (doses to about 46.1 µM), for inactives: at the top dose activity change, negative = cytotoxicity, most hits filed as cytotoxic. actives 0.76% (n = 410,000). HepG2 CAGA-GFP viability, ATP luminescence, 18 h; also: some results filed as inactive show a strong effect at the top dose
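HepG2 CAGA-GFP cells (1000/well, DMEM with 1% FBS) received compound, then TGF-beta at 500 pg/mL final, and were incubated 18 hours at 37 degrees C. Viability was read by CellTiter-Glo luminescence. Media-only wells were set as complete cell-killing and DMSO as no toxicity.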
MCF10A rerep – A quantitative high throughput screen for small molecules that induce DNA re-replication in MCF 10a normal breast cells | MCF 10A DNA re-replication, Hoechst nuclear intensity, 48 h | AID 624296, 2012 | actives 2.9% (n = 350,000) | Potency, µM (doses to about 46.1 µM), for inactives: top-dose activity, positive = re-replication, most hits filed as activators; also: % of control where 0% means no effect; nearly all actives have a fitted effect of over 50% in size
TGFb SMAD3 inh – qHTS for Inhibitors of TGF-b; AID 588855, 2011; Potency, µM (highest dose often 46.1 µM), for inactives: at the highest dose activity, negative = inhibition, actives largely listed as inhibitors; actives 1.2% (n = 410,000); HepG2 CAGA-GFP TGF-b/SMAD3 reporter, GFP fluorescence, 18 h; TGF-beta stimulated, 500 pg/mL final; also: % is scaled to controls: 0 for no effect and ±100 for the full control effect; nearly all actives have a fitted effect of over 65% in size
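Inhibition of TGF-beta-driven CAGA-GFP reporter expression in HEPG2 cells is measured by cellular GFP fluorescence after 18 h stimulation with 500 pg/mL recombinant TGF-beta in 1% FBS medium at 37 degrees C.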
A549 viability – Nrf2 qHTS screen for inhibitors: counterscreen for cytotoxicity; A549 ARE-Fluc cells, CellTiter-Fluor viability, 18-24 h; actives 0.16% (n = 390,000); Potency, µM (titrated, usually from 46 µM), without a hit: at the top dose activity change, negative = cytotoxicity, actives largely listed as inhibitors; also: % is scaled to controls: 0 for no effect and ±100 for the full control effect
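Cytotoxicity counterscreen: CellTiter-Fluor fluorescence was measured in A549 ARE_Fluc cells after 18-24 h of compound exposure in a concentration series. The subsequent BugLite luminescent read reports ARE-luciferase activity.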
ATXN2 expr inh – Primary qHTS for Inhibitors of ATXN expression. HEK-293 ATXN2-luciferase reporter, luminescence, 24 h. Potency, µM (highest dose often 57 µM), without a hit: at the highest dose activity change, negative = inhibition, hits mostly inhibitors. actives 0.72% (n = 360,000); also: % is scaled to controls: 0 for no effect and ±100 for the full control effect; nearly all actives have a fitted effect of over 55% in size
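qHTS (up to 57 uM final) was run with 24 h compound exposure of reporter cells at 37 °C. Each well was multiplexed: SteadyGlo luminescence measured ATXN2-luciferase expression after a fluorogenic Gly-Phe-AFC viability readout (25 uM final).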
S2 tox – Viability Counterscreen for Primary qHTS for Inhibitors of ATXN expression | S2 cells (HEK-293 line with an ATXN2-luciferase reporter) viability, CellTiter-Fluor protease fluorescence, 24 h | Potency, µM (titrated, usually from 56.7 µM), hits mostly cytotoxic | actives 0.49% (n = 400,000); also: nearly all actives have a fitted effect of over 40% in size
Nrf2 ARE act – qHTS of Nrf2 Activators; AREc32 ARE-luciferase reporter (MCF7-derived line), luminescence, 24 h; Potency, µM (doses to about 46.1 µM), for the others: at the highest dose activation, hits mostly activators; actives 0.31% (n = 410,000); also: % of control where 0% means no effect; nearly all actives have a fitted effect of over 65% in size
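AREc32_Fluc, 1000 cells/well, OPTI-MEM + 5% FBS, o/n 37 deg C 5% CO2; 23 nL cpd by pin tool, 24 hr; Steady-Glo 30 min RT, luminescence.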
Active calls of the source: *; i = inactive; ? = inconclusive; / = no result given; [ ] = remark or other dose. Calls follow the shape of the dose curve; as a rule, active = well fitted curve in the direction sought with a large enough effect; inconclusive = small, poorly fitted or top-dose-only effect, or another doubt; inactive = no such curve, though single readings can be large; an effect the other way counts as inactive or inconclusive. Potency is read from the fitted curve at half-maximal effect. Only part of the results is shown; rates above refer to the full screens.

SMILES | Nrf2 block | EPAC2 antag | HepG2 viability | MCF10A rerep | TGFb SMAD3 inh | A549 viability | ATXN2 expr inh | S2 tox | Nrf2 ARE act
O=S(=O)(NCC(c1ccco1)N1CCN(c2ccc(F)cc2)CC1)c1ccc(F)cc1 (configuration not stated) | -19% | 7% | 5% | 5% | -10% | -8% | -11% | i | 3.0%
Cc1ccc(-n2nc(C(=O)N3CCN(c4ccccc4)CC3)c(=O)n(C)c2=O)cc1 | / | / | -2% | / | -25% | 15% | 14% | i | -0.3%
C=CCNC(=O)Cn1nc(-c2ccccc2)ccc1=O | 0% | 8% | 9% | -1% | 2% | -5% | -6% | i | -0.2%
Cc1cc(SCc2cccc([N+](=O)[O-])c2)nc(=O)[nH]1 | 4% | 3% | -8% | 1% | -11% | 6% | / | i | -0.9%
Cc1nnc(N2CCCC(C(=O)NCc3ccccc3F)C2)c2nn(-c3ccc(Cl)cc3)c(C)c12 (configuration not stated) | 3% | / | -21% | / | -5% | -6% | 2% | i | -0.3%
O=C(CNc1ccc(F)cc1)N/N=C/C1CC=CCC1 (configuration not stated) | -12% | 11% | 8% | 2% | 11% | -12% | -5% | i | 2.5%
CC(C)Cc1c(O)nc(SCCN2CCOCC2)[nH]c1=O | 4% | 3% | -1% | 586%[0.0737 µM] | 15% | 4% | 1% | i | 0.3%
O=C(c1ccc2c(c1)N(Cc1ccccc1F)C(=O)c1ccccc1S2=O)N1CCCCC1 (configuration not stated) | ? | / | -11% | / | ? | -14% | -12% | i | 0.5%
CCOc1ccc(-c2nnc(SCC(=O)NC3CC3)o2)cc1 | -11% | 9% | -15% | 0% | 0% | 2% | / | i | -0.7%
C/C(CCc1ccco1)=N\NC(=O)CNc1cccc2ccccc12 | 12% | -1%[57.1 µM] | -48% | 2% | ? | -3% | / | i | 0.9%
O=C(NCCO)c1cc2c([nH]c3ccccc32)c(-c2ccc(F)cc2)n1 | -25% | -3% | -19% | ? | -7% | 0% | -20% | i | 11%
Cc1ccccc1-c1nnc(SCC(=O)NC2CCCC2)o1 | 1% | -1% | -8% | / | -10% | -11% | -2% | i | -2.2%
COCCCNC(=O)CCC(=O)N1Cc2cccc(OC)c2Oc2ncccc21 | ? | / | -5% | / | 1% | 5% | 4% | i | 0.2%
S=C1NCCOCCOCCOCCOCCNC(=S)NCCOCCOCCOCCOCCN1 | 0% | 3% | -10% | 0% | 28% | -3% | 1% | i | -0.2%
CCOC(=O)C1(C)CCN1C(=O)c1ccc(OC)cc1OC (configuration not stated) | / | -2% | -2% | / | 4% | / | 7% | i | -0.3%
O=C(Nc1ccc(F)c(Cl)c1)N1CCC(CN2CCc3ccccc3C2)CC1 | -10% | / | -39% | / | ? | 0% | / | / | 5.0%
CCOC(=O)c1ccc(N2C(=O)CC(N3CCC(Nc4ccc(F)cc4)CC3)C2=O)cc1 (configuration not stated) | 0% | -9% | -11% | 23% | 3% | 7% | 2% | i | 0.3%
Cc1nn2c(N3CCN(C(=O)c4ccco4)CC3)cc(C(C)(C)C)nc2c1-c1ccccc1 | / | -15% | -8% | -3% | 0% | 10% | 6% | i | 0.7%
CCOc1ccccc1N(CC(=O)NC(C)(C)C)C(=O)c1ccc(CN2CCOCC2)o1 | / | -6% | 15% | ? | ? | -5% | 1% | i | -0.7%
Cc1cc(C)n(CCCNC(=O)C2CC(=O)N(Cc3ccccc3)C2)n1 (configuration not stated) | 0% | 8% | -3% | -2% | 6% | 1% | 5% | i | -0.7%
CCC(C(=O)c1ccc(O)cc1)c1ccccc1 (configuration not stated) | ? | -14% | -50% | 7% | -14% | ? | -2% | i | 0.3%
O=C(c1cc2ccccc2[nH]1)N1CCOCC1 | 14% | -1% | 5% | -3% | 3% | -3% | 24% | i | 3.4%
Cc1ccccc1NC(=O)c1cccc(NC(=O)CCC(=O)O)c1 | 1% | 9% | 3% | -2% | 9% | -2% | 12% | i | 0.2%
CC(C)CNC(=O)C1(C)CCCN1C(=O)c1cncc(Br)c1 (configuration not stated) | / | -7% | -16% | / | -5% | / | 4% | i | -0.4%
O=C(CSc1ccc(F)cc1)N1CCC(c2nc3ccccc3s2)CC1 | 18µM* | -2% | -34% | -3% | ? | -10% | -26% | i | 4.1%
CCOc1cc2[nH]c(=O)n(Cc3ccc(C(=O)NCCCN4CCC(C)CC4)cc3)c(=O)c2cc1OCC | 12% | 10% | -24% | ? | 3% | 0% | 13% | i | 0.5%
CCOc1ccc(-c2nnc3ccc(SCC(=O)N4CCN(c5ccccc5)CC4)nn23)cc1 | 0% | 13% | -1% | ? | -9% | 17% | / | ? | 0.0%
O=C(CNC(=S)NC(=O)c1ccc(Br)o1)c1ccccc1 | ? | 8% | -29% | 6.5µM* | 24% | 2% | -4% | i | 8.0%
COC(=O)c1ccc(NC(=O)CC2C(=O)N(c3ccc(C)cc3)C(=O)N2CC(C)C)cc1 (configuration not stated) | 5% | -8% | -32% | -3% | -5% | -11% | -3% | i | 0.3%
Cc1ccc(CCN2CC(C(=O)NCCCN3CCC(C)CC3)CC2=O)cc1 (configuration not stated) | 8% | 7% | -22% | -1% | 6% | 18% | 12% | i | -0.4%
Cc1ccc(C)c(Cn2c(=O)n(CCCCC(=O)NCc3ccc4c(c3)OCO4)c(=O)c3ccccc32)c1 | -13% | / | -8% | / | -8% | 2% | 5% | i | -1.0%
O=C(N/N=C/c1cccc([N+](=O)[O-])c1)c1cc(-c2ccc3c4c(cccc24)CC3)n[nH]1 | -15% | -11%[57.1 µM] | -39% | 2% | 4% | 14% | / | i | 0.1%
COc1ccc(C(=O)N2CCOC2CNC(=O)C(=O)NCc2ccccc2)cc1 (configuration not stated) | / | 3% | 0% | / | -17% | / | / | i | -0.8%
CCOC(=O)C1=C(c2ccccc2)OC(N)=C(C#N)C1c1ccc(Br)s1 (configuration not stated) | -7% | 2% | 1% | ? | -9% | 0% | -16% | i | 24%
COc1ccc(CC(=O)Nc2nc3c(s2)CCCC3)cc1 | ? | / | -11% | / | 0% | 0% | / | / | 1.9%
Cc1ccc(NCC(=O)NNC2=NCCC2)c(C)c1 | 19% | 1% | -18% | 8% | 0% | 2% | 0% | ? | -0.2%
Cc1cc(NC(=O)CSc2nc(=O)n(CCN(C)C)c3c2CCCC3)no1 | 7% | 22% | 5% | -1% | -12% | -4% | -1% | ? | -0.2%
CCN(CC)C(=O)c1ccc2sc([C@@H]3O[C@H](CO)[C@H](O)[C@H](O)[C@H]3O)nc2c1 | / | 20% | 5% | / | 33% | / | 6% | i | -0.2%
COc1ccc(OCC(=O)NCCc2ccc(S(N)(=O)=O)cc2)cc1 | -4% | 5% | 1% | 1% | -2% | -4% | 7% | i | -0.3%
CCOC(=O)c1ccc(N2N=C(C)/C(=C/C=C/c3ccco3)C2=O)cc1 | 4% | 3% | -19% | ? | 0% | -3% | -7% | ? | 2.3%
CN(C)S(=O)(=O)c1ccc(N2CCOCC2)c(C(=O)NCc2ccc3c(c2)OCO3)c1 | -15% | 2% | -4% | -8% | -1% | 8% | / | i | -2.0%
O=C1CC(c2ccc(F)cc2)CC(O)=C1C1NCCc2ccccc21 (configuration not stated) | 17% | 4% | 21% | -2% | 22% | 0% | 4% | i | -0.5%
Cc1cc(S(=O)(=O)N2CCCc3ccccc32)ccc1-n1cnnn1 | 4% | -25% | 8% | 12% | 0% | 14% | 7% | i | 0.4%
COc1ccccc1NC(=O)COc1ccc(C(=O)NCc2ccccc2)cc1OC | ? | -6% | -16% | 25% | 3% | -10% | -18% | i | -0.3%
Cc1ccc(/C=N/NC(=O)C(C)NC(=O)c2ccccc2)cc1 (configuration not stated) | -5% | 3% | 15% | -5% | 6% | -1% | -22% | i | 0.3%

In a second layout: entries from further up
| SMILES | Nrf2 block | EPAC2 antag | HepG2 viability | MCF10A rerep | TGFb SMAD3 inh | A549 viability | ATXN2 expr inh | S2 tox | Nrf2 ARE act |
| --- | --- | --- | --- | --- | --- | --- | --- | --- | --- |
| COc1ccc(C(=O)N2CCOC2CNC(=O)C(=O)NCc2ccccc2)cc1 (configuration not stated) | / | 3% | 0% | / | -17% | / | / | i | -0.8% |
| CCOC(=O)C1=C(c2ccccc2)OC(N)=C(C#N)C1c1ccc(Br)s1 (configuration not stated) | -7% | 2% | 1% | ? | -9% | 0% | -16% | i | 24% |

(listing goes on)
SMILES | Nrf2 block | EPAC2 antag | HepG2 viability | MCF10A rerep | TGFb SMAD3 inh | A549 viability | ATXN2 expr inh | S2 tox | Nrf2 ARE act
CN(CC(=O)Nc1ccc2c(c1)OCO2)CC(=O)Nc1ccc(F)c(F)c1F | 1% | 1% | 0% | 9% | 3% | 13% | 5% | i | 0.1%
COCCOCCn1c(CCCO)nc2ccccc21 | / | 13% | -15% | -1% | 6% | 3% | -17% | i | 0.5%
COc1ccccc1-c1nc(SCC(=O)NCc2ccc(C)cc2)c2c(=O)n(C)c(=O)n(C)c2n1 | / | / | 16% | / | -8% | 4% | 8% | i | 0.1%
Cc1ccc2nc(N=C(N)N)nc(C)c2c1 | ? | 2% | -16% | 1% | ? | -14% | -32% | i | 4.1%
CC[N+](C)(CC)CC(O)COCC1COc2ccccc2O1 (configuration not stated) | 8% | -2% | 1% | -1% | 1% | 4% | -4% | i | -0.5%
COc1cc(OC)c(NC(=O)CSc2nccn2C)cc1Cl | ? | / | 3% | / | 25% | -3% | 12% | i | 2.5%
COc1ccc(Br)c(C(=O)OCC(=O)N2CCc3ccccc32)c1 | -3% | 0% | -23% | 6% | -15% | 0% | 43%[activator] | i | 2.2%

By substructure, the entries above containing a Cl atom.
SMILES | Nrf2 block | EPAC2 antag | HepG2 viability | MCF10A rerep | TGFb SMAD3 inh | A549 viability | ATXN2 expr inh | S2 tox | Nrf2 ARE act
Cc1nnc(N2CCCC(C(=O)NCc3ccccc3F)C2)c2nn(-c3ccc(Cl)cc3)c(C)c12 (configuration not stated) | 3% | / | -21% | / | -5% | -6% | 2% | i | -0.3%
O=C(Nc1ccc(F)c(Cl)c1)N1CCC(CN2CCc3ccccc3C2)CC1 | -10% | / | -39% | / | ? | 0% | / | / | 5.0%
COc1cc(OC)c(NC(=O)CSc2nccn2C)cc1Cl | ? | / | 3% | / | 25% | -3% | 12% | i | 2.5%

Screening data from PubChem.
